ELG1 repair inh – ELG1-dependent DNA repair inhibition | HEK293T ELG1-luciferase reporter, luminescence, 16 h; DNA damage induced by 5-fluorouridine | Potency, µM (top dose mostly 46.1 µM), inactives show top-dose activity change, negative = inhibition, hits mostly inhibitors | 330,000 tested, 2.3% active; note: potency is the fitted concentration of half-maximal effect; % is set by controls: 0 for no effect and ±100 for the full control effect; nearly all actives have a fitted effect of over 55% in size
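HEK293T cells expressing luciferase-tagged ELG1 (2,000/well) received 5-Fluorouridine plus compound or DMSO for 16 hr at 37 °C. Luciferase was read by ONE-Glo luminescence after 30 min at room temperature.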
Eya2 inh – Eya2 (human) phosphatase inhibition | Potency, µM (doses to about 76.9 µM), for the others: top-dose activity, negative = inhibition, most hits filed as inhibitors | 330,000 tested, 0.006% active | recombinant Eya2, OMFP fluorescence dephosphorylation (OMFP is methylfluorescein phosphate) | O00167; note: potency is the fitted concentration of half-maximal effect; % is set by controls: 0 for no effect and ±100 for the full control effect
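Eya2 (0.2 uM) preincubated 10 min at ambient with compound, then OMFP substrate added at 50 uM; 10 min reaction in 50 mM HEPES pH 7.5, 50 mM NaCl, 5 uM MgCl2, 0.05% BSA, 1 mM DTT. Fluorescence read at Ex 485/Em 525 nm.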
USP2a block – blocks human ubiquitin-specific protease USP2a; O75604; USP2 core, Ub-CHOP2 coupled fluorogenic reporter, 485/531; Potency, µM (top dose mostly 38.3 µM), inactives show top-dose activity change, negative = inhibition, actives largely listed as inhibitors; 330,000 tested, 0.01% active;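 note: potency is the fitted concentration of half-maximal effect; plate controls were DMSO wells for no effect and full inhibition by NEM control for full effect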
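Cell-free coupled assay: 10nM USP2 core preincubated 30min RT with compound in Tris-HCl pH 8.0/CaCl2/CHAPS buffer, then 25nM Ub-CHOP2 and 25nM reporter substrate; fluorescence (Ex 485/Em 531) read after 60min RT, normalized to NEM inhibition, concentration-response curves fitted.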
TRPV1 ag – human TRPV1 agonism; Q8NER1; TRPV1-expressing cells, Fluo-8 calcium influx, agonist mode; activation, % at 8.33 µM; 320,000 tested, 0.19% active; AID 540275; in the data active = activation above about 80%; inconclusive = between about 30% and that limit; note: 0% is about no effect
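Fluo-8 calcium influx in TRPV1-expressing cells, kinetic read (ex 480/em 520 nm). Compound added and read 3 min for agonist activity, followed by capsaicin at EC20 final and 2 min further read for enhancement.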
TSHR antagonist – human thyrotropin receptor antagonism. P16473. TSHR-expressing cells, TSH-stimulated cAMP HTRF, 2 h; stronger effect = lower value. activity change, negative = inhibition, % at 11.5 µM. 330,000 tested, 0.2% active;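 active = activity change below a set negative limit, meaning inhibition stronger than a set level, cut at about -70% in these data; inconclusive = activity change between two set negative limits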; note: % is set by controls: 0 for no effect and ±100 for the full control effect
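Freshly harvested TSHR cells receive pin-tooled compound, then EC80 TSH at 4nM final. After 2 hours at 37 deg C, antibody in lysis buffer and cAMP-d2 are added; 30 minutes at ambient temperature precede the HTRF read.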
Mito fusion yeast – blocks mitochondrial division or promotes mitochondrial fusion. S. cerevisiae fusion-defective mutant growth rescue, CellTiterGlo 48 h. 320,000 tested, 0.23% active. Potency, µM (titrated, usually from 46.1 µM), for the others: top-dose growth rescue (activation), usual class: activators;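 note: potency is the fitted concentration of half-maximal effect; % of control where 0% means no effect; nearly all actives have a fitted effect of over 45% in size; temperature-sensitive fusion mutants such as fzo1-1 at 37 °C on non-fermentable ethanol glycerol medium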
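S. cerevisiae fusion-defective temperature-sensitive mutants (e.g. fzo1-1, mgm1-5) grown 48 h at 37C in YPEG (ethanol/glycerol non-fermentable) medium with 23 nl compound per well; growth rescue read as CellTiterGlo luminescence.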
KCNH2 WT inh – inhibitors of human wildtype KCNH2 potassium channel. 340,000 tested, 0.37% active. U2OS, BacMam KCNH2, thallium flux FluxOr; stronger effect = lower value. activity change, % at 1.84 µM. AID 720551. Q12809;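 active = maximum activity change below -70%; inconclusive = maximum activity change between -70% and -50%; inactive = maximum activity change above -50%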; note: % is set by controls: 0 for no effect and ±100 for the full control effect
Target sequence (Q12809 whole entry, looked up): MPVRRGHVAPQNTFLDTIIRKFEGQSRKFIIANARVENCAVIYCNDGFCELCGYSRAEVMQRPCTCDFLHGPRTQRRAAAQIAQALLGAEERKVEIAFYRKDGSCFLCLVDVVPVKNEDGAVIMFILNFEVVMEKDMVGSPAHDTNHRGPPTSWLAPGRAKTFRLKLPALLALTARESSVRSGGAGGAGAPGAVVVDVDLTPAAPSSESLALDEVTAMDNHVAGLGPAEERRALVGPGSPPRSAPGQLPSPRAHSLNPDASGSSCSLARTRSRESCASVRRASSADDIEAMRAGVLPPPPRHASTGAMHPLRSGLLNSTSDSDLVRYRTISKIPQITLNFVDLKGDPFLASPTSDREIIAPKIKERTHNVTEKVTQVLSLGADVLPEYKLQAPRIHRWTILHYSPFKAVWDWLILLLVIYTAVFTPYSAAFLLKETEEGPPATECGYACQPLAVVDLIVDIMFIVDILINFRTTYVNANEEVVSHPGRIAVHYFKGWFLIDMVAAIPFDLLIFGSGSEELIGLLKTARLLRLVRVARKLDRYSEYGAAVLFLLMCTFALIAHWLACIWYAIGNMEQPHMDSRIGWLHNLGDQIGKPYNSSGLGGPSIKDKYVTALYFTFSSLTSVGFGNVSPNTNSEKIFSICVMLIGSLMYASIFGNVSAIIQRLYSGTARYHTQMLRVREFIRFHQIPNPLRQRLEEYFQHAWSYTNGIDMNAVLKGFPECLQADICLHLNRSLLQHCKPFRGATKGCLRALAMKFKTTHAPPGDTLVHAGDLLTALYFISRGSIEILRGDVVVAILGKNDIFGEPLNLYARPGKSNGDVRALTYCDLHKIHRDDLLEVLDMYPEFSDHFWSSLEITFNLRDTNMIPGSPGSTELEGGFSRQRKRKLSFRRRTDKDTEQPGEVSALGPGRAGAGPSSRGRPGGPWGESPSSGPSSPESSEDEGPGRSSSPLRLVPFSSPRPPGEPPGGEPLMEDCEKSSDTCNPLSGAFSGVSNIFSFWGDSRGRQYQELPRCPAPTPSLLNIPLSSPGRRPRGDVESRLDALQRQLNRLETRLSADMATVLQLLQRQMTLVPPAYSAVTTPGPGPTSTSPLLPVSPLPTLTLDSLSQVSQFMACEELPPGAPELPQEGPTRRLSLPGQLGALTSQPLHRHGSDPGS
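U2OS cells were transduced with wild-type KCNH2 virus (2.03 x 10^8 / mL) for 4 h at room temperature, then cultured overnight at 37 C. Thallium flux was read with FluxOr dye. Rate constants were normalized to DMSO controls.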
A-T KAP1 phos – potential ataxia-telangiectasia treatment; Potency, µM (series often up to 57.5 µM), for inactives: top-dose activation, most hits filed as activators; […] A-T fibroblasts, KAP-1 phosphorylation AlphaLISA; neocarzinostatin DNA damage 30 min before lysis; 320,000 tested, 0.19% active; AID 485349; note: potency is the fitted concentration of half-maximal effect; % of control where 0% means no effect; nearly all actives have a fitted effect of over 45% in size
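hTERT-immortalized A-T patient fibroblasts ([…]), 500 cells/well in OPTI-MEM, 1% FBS, got compounds for 60 min, then NCS for 30 min at 37C. Lysates were then assayed for phospho-KAP-1 by AlphaLISA (anti-pKAP1 donor, anti-KAP1 acceptor beads), 6 hr at 25C.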
KCNH2 3.1 inh – blocks the human KCNH2 3.1 channel isoform; 340,000 tested, 0.95% active; activity change, % (tested at about 1.8 µM); AID 720553; U2OS KCNH2 3.1, thallium flux FluxOr; stronger effect = lower value;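 active = maximum activity change below -70%; inconclusive = maximum activity change from -70% to -50%; inactive = maximum activity change above -50%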;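 note: thallium influx rate constant from kinetic fluorescence after stimulation buffer; % is set by controls: 0 for no effect and ±100 for the full control effect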
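Steps: virus added to U2OS suspension (4 h, RT, dark); medium with 10% FBS added, cells plated, 37 C overnight; FluxOr/Red40 loading buffer 45 min RT; stimulation buffer, 2 min kinetic read; rate constant normalized.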
TCR act – activators of T cell receptors | Potency, µM (highest dose often 9.22 µM), inactives show top-dose activation of IL-2 secretion, actives largely listed as activators | 330,000 tested, under 10 active | primary human leukocytes, anti-CD3, IL-2 HTRF, 48 h; note: % of control where 0% means no effect
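Primary human leukocytes incubated 48 hr with anti-CD3 beads plus compound, without co-stimulation. Secreted IL-2 measured by HTRF (europium cryptate/d2 anti-IL-2 pair, 320 nm excitation, 665 nm emission).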
Numbers without * were called inactive; ? = inconclusive; . = no result given; [ ] = remark or other dose. Unless noted, calls come from the whole dose curve; as a rule, active = well fitted curve in the direction sought with a large enough effect; inconclusive = small, poorly fitted or top-dose-only effect, or another doubt; inactive = no such curve, though single readings can be large; an effect the other way counts as inactive or inconclusive. An excerpt; the hit share may differ from the screen's.

SMILES	ELG1 repair inh	Eya2 inh	USP2a block	TRPV1 ag	TSHR antagonist	Mito fusion yeast	KCNH2 WT inh	A-T KAP1 phos	KCNH2 3.1 inh	TCR act
Cc1cccc(NC(=O)Cn2c(=O)n(CCc3c[nH]c4ccccc34)c(=O)c3cccnc32)c1	-20%	-7%	1%	1	-1	-6%	.	4%	.	.
CCc1ccc2oc(-c3cccc(NC(=O)c4cccnc4)c3)nc2c1	?	-2%	2%	24	-2	17%	4	8%	-6	0%
COc1ccccc1-c1cc(C(F)(F)F)nc(N2CCN(c3ccc(F)cc3)CC2)n1	-19%	-2%	0%	2	6	3%	40	-8%	0	-8%
CC(C)CN1CCN(Cc2cccn2-c2ccc(Cl)cn2)CC1CCO (stereo not drawn)	0%	-10%	11%	1	2	-4%	25	-4%	-14	0%
c1ccc(CNc2nc3ccccc3n3cnnc23)nc1	?	27%	1%	-2	4	0%	2	4%	-7	-2%
Cc1cc(-c2ccc(C)c(S(=O)(=O)NCc3ccc(Br)cc3)c2)on1	?	1%	4%	7	-7	?	-12	6%	-14	2%
O=C(O)c1ccc(/C=C/c2ccc3cccc(O)c3n2)cc1	?	-4%	1%	3	-1	1%	2	2%	-22	6%
Clc1ccc(OCc2nc(-c3ccc(Br)o3)no2)cc1	?	11%	2%	-1	-17	3%	-3	4%	-13	16%
CCOP(=O)(NC(c1ccccc1)c1nc2ccccc2[nH]c1=O)OCC (stereo not drawn)	?	5%	-1%	2	-9	-2%	-3	3%	-8	1%
Cc1cccc(CNC(=O)C2CCC(=O)N(Cc3ccccc3F)C2)n1 (stereo not drawn)	16%	16%	-1%	-3	4	2%	7	-7%	10	0%
COc1ccccc1NC(=O)NCCC1=CCCCC1	-15%	2%	-1%	?	-4	-8%	1	-3%	2	-4%
CS(=O)(=O)N1CCc2cc(S(=O)(=O)N3CCCCC3)ccc21	-20%	-2%	3%	6	-1	1%	-11	2%	17	.

In another format: entries from further up
SMILES: CCOP(=O)(NC(c1ccccc1)c1nc2ccccc2[nH]c1=O)OCC (stereo not drawn)
  ELG1 repair inh = ?
  Eya2 inh = 5%
  USP2a block = -1%
  TRPV1 ag = 2
  TSHR antagonist = -9
  Mito fusion yeast = -2%
  KCNH2 WT inh = -3
  A-T KAP1 phos = 3%
  KCNH2 3.1 inh = -8
  TCR act = 1%
SMILES: Cc1cccc(CNC(=O)C2CCC(=O)N(Cc3ccccc3F)C2)n1 (stereo not drawn)
  ELG1 repair inh = 16%
  Eya2 inh = 16%
  USP2a block = -1%
  TRPV1 ag = -3
  TSHR antagonist = 4
  Mito fusion yeast = 2%
  KCNH2 WT inh = 7
  A-T KAP1 phos = -7%
  KCNH2 3.1 inh = 10
  TCR act = 0%

(continued)
SMILES	ELG1 repair inh	Eya2 inh	USP2a block	TRPV1 ag	TSHR antagonist	Mito fusion yeast	KCNH2 WT inh	A-T KAP1 phos	KCNH2 3.1 inh	TCR act
Cc1c(OCC(=O)NCC2CCC(C(=O)O)CC2)ccc2c3c(c(=O)oc12)CCC3 (stereo not drawn)	-25%	6%	2%	3	-23	4%	-8	8%	-1	-1%
O=C(NNS(=O)(=O)c1ccccc1Cl)C1COc2ccccc2O1 (stereo not drawn)	16%	6%	2%	.	.	.	-5	8%	1	4%
NC(=O)C1CCN(C(=O)CC2(CC(=O)O)CCCCC2)CC1	-1%	-10%	-1%	1	3	2%	6	1%	12	0%
COc1cc(-c2cn[nH]c2N)cc(OC)c1OC	-12%	13%	1%	-4	2	-2%	-7	.	-79*	-1%
O=C(CSc1nnc2ccccn12)c1ccccc1	?	0%	0%	-4	7	-1%	-2	11%	5	-1%
C=C1CCC(C)C(C)(CCC2=CCOC2=O)C/C=C\C=C/1C(=O)O (stereo not drawn)	5%	10%	2%	-4	-4	6%	5	-24%	1	0%
Cn1c(=O)c(C(=O)Nc2ncccc2O)c(O)c2ccccc21	?	56µM*	?	-1	9	14%	-1	1%	18	-1%
COc1cccc(NC(=O)c2ccc(N3C(=O)C4CC=C(C)CC4C3=O)cc2)c1 (stereo not drawn)	29%	?	2%	?	-10	14%	-9	-7%	7	-27%
NC(=O)C1CCN(C(=O)CSc2ccsc2[N+](=O)[O-])CC1	4%	4%	8%	0	-8	0%	.	5%	26	4%
CN(CC(=O)Nc1cccc(F)c1)C(=O)c1sccc1-c1ccccc1	19%	-9%	-1%	9	-1	0%	-12	5%	-49	-1%
CCOCCCNC(=O)C(c1ccc(Cl)cc1)N1CCN(C(=O)c2ccco2)CC1 (stereo not drawn)	7%	19%	4%	10	6	1%	2	0%	-2	-2%
C=CCOn1c(=O)c(-c2cc3ccccc3o2)[n+]([O-])c2ccccc21	?	5%	0%	-6	-3	5%	-5	21%	0	9%
CCOC(=O)CSC1=C(C#N)C(c2ccc(C)cc2)C(C(=O)OC)C(=O)N1 (stereo not drawn)	7%	12%	0%	6	-1	-1%	1	2%	4	-7%
Cc1ccc(S(=O)(=O)N(CCCN2CCCC2=O)Cc2cc3c(C)ccc(C)c3[nH]c2=O)cc1	?	1%	-4%	-3	52	12%	-2	-2%	-10	-3%
O=C(COc1ccc(Br)cc1)Nc1ccccc1C(=O)N1CCOCC1	-17%	1%	2%	15	2	1%	-16	1%	-8	5%
CCN(CC)S(=O)(=O)c1ccc(N2CCOCC2)c(NS(=O)(=O)c2ccc(C)c(C)c2)c1	-4%	-9%	-2%	-1	12	-4%	6	-3%	-94*	6%[46.1 µM]
CC(O)CO (stereo not drawn)	25%	17%	1%	-1	22	-10%	0	-2%	-2	0%
COc1ccc(NC(=S)N2CCN(CCN3C(=O)c4cccc5cccc(c45)C3=O)CC2)cc1	-4%	-2%	2%	3	16	-2%	-11	-2%	2	.
CCCn1c(SCC(=O)NC(C)(C)C)nnc1-c1ccco1	2%	2%	1%	4	-2	3%	-4	2%	-5	0%
Cc1cc(Nc2ccccc2)n(C(=O)c2ccc(Cl)cc2)n1	?	5%	2%	-2	1	1%	6	13%	1	1%[46.1 µM]
COCCCNCCOCCOc1c(OC)cccc1OC	15%	10%	0%	-5	9	1%	2	2%	-4	4%
C=CC(=O)Nc1ccc(Br)cc1	14%	23%	0%	12	0	9%	6	-1%	11	8%
COc1ccc(N2CCN(C(=O)CCC(=O)N3CCOc4ccc(Cl)cc43)CC2)cc1	?	1%	-1%	3	-6	3%	6	1%	18	-2%
CC(OC(=O)c1ccc(S(=O)(=O)NCc2ccco2)cc1)C(=O)Nc1ccc(Cl)cn1 (stereo not drawn)	?	3%	1%	-4	-4	0%	7	-3%	-5	4%[46.1 µM]
COc1ccc(N2CCN(C(=O)CCNS(=O)(=O)c3ccc4c(c3)CCC(=O)N4)CC2)cc1	-5%	8%	1%	-3	0	1%	-5	2%	0	1%[46.1 µM]
Cc1ccc(C(=O)N2CCCCCC2)cc1Br	2%	19%	0%	15	-4	9%	32	0%	-1	1%
COc1ccccc1NS(=O)(=O)c1cccc(C(=O)N/N=C/c2cn(-c3ccccc3)nc2-c2ccccc2)c1	?	-9%	-2%	3	2	-2%	4	-4%	0	0%[46.1 µM]
CC(C)(C)OC(=O)N1CCC2(CC1)C(C#N)=C(N)OC1=C2C(=O)CCC1	6%	0%	6%	-1	-7	0%	3	0%	17	-5%
Cc1cccc(NS(=O)(=O)c2ccc(C(=O)N3CCC3)cc2)c1C	5%	-13%	0%	-4	-1	-4%	-3	-13%	2	-2%
O=C(COc1ccc(/C=N/NC(=O)c2ccncc2)cc1)Nc1cccc([N+](=O)[O-])c1	?	6%	1%	2	2	0%	2	8%	-31	-1%
COC(=O)C1CCN(C(=O)c2ccc(OC3CCN(Cc4ccccn4)CC3)cc2)CC1	10%	-2%	5%	4	-6	-1%	0	-2%	-8	-23%
CCOC(=O)CC(=O)CSc1nc2c(sc(=S)n2-c2ccc(C)c(C)c2)c(=O)[nH]1	-12%	-2%	0%	-5	-11	31%	2	-3%	15	0%
Cc1ccc(C)c(N2CCN(C(=O)c3ccc(Cn4c(=S)[nH]c5ccc(N6CCOCC6)cc5c4=O)cc3)CC2)c1	21%	9%	1%	-1	-5	-4%	4	-1%	-7	3%
O=C(O)c1ccc(/C=N/NC(=O)C2CC2(c2ccccc2)c2ccccc2)cc1 (stereo not drawn)	-9%	6%	10%	1	-11	4%	.	-11%	.	.
O=C(Cn1cc(C(F)(F)F)cc(Cl)c1=O)NCCc1ccccc1	?	-1%	2%	0	7	-1%	3	-3%	7	1%[46.1 µM]
Cn1cccc1/C=C1\SC(=O)N(c2ccccc2)C1=O	?	-3%	9%	27	2	4%	0	-17%	2	7%[46.1 µM]
COc1cccc(CCNC(=O)C2CCC(=O)N(Cc3cccc(OC)c3)C2)c1 (stereo not drawn)	18%	-3%	2%	-2	2	-7%	3	0%	15	4%
O=C1CN(C(=O)c2ccccc2)C(c2ccccc2)c2cc(F)ccc2N1 (stereo not drawn)	13%	-3%	2%	5	-5	5%	-11	7%	-1	-4%
